Screening data (PubChem BioAssay)
Luc counter: Kinase-Glo luciferase inhibition (counter-screen) | Q27757 | Kinase-Glo luciferase, ATP luminescence, 8 min | Potency, µM (titrated, usually from 38.3 µM), for the others: top-dose activity change, negative = inhibition, actives largely listed as inhibitors | 200,000 tested, 0.28% active | AID 1379; further: potency means the concentration at half of the fitted maximal effect; on the % scale 0 is the no-effect control and ±100 the full control effect; nearly all actives have a fitted effect of over 60% in size
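Compound is pinned into ATP-containing buffer (10 uM ATP, imidazole pH 7.2, 7 mM MgCl2). Kinase-Glo luciferase reagent is then added. Light output is recorded following an 8-min room-temperature incubation.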
Epigenetic derep: epigenetic control regulation, reporter derepression. Potency, µM (doses to about 53.9 µM), for inactives: at the top dose GFP activation, usual class: activators. AID 1865. murine LDR cells, GFP reporter derepression, 30 h. 280,000 tested, 0.2% active; further: potency means the concentration at half of the fitted maximal effect; % of control where 0% means no effect; nearly all actives have a fitted effect of over 60% in size
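Readout is the number of GFP-expressing murine LDR cells, counted by cytometry following washing. Cells were treated with compound for 30 h at 37 C; the stably integrated CMV-GFP locus is normally silent.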
IMPase Li inh: IMPase inhibition in cells with lithium potentiation; CHO-M1 cells, IP1 TR-FRET (IP-One), carbachol + lithium; Potency, µM (top dose mostly 59.4 µM), inactives show at the top dose activity, negative = IMPase inhibition, usual class: inhibitors; 210,000 tested, 0.35% active;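 further: IP1 builds up when IMPase is blocked and the TR-FRET signal falls; potency means the concentration at half of the fitted maximal effect; plate controls were basal vehicle for no effect and high inhibitor control for full effect; nearly all actives have a fitted effect of over 50% in size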
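CHO cells stably expressing M1 receptor (2000/well, cultured 16–30 h) treated 30 min at 37C with compound plus low lithium. Cytosolic IP1 by TR-FRET (665/620 ratio and 620 channel) after 10 min lysis; AC50 by Hill fit.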
HTT aggregate: reduces HttQ103-GFP aggregates in PC12 cells | Potency, µM (top dose mostly 46.1 µM), inactives show top-dose activity change, negative = inhibition, hits mostly inhibitors | AID 1688 | PC12 HttQ103-GFP aggregates, Acumen cytometry, 40 h | 220,000 tested, 1.1% active; further: potency means the concentration at half of the fitted maximal effect; on the % scale 0 is the no-effect control and ±100 the full control effect; nearly all actives have a fitted effect of over 60% in size
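Huntingtin Q103 exon 1–GFP aggregates in induced PC12 cells (100 nM tebufenozide) were quantified by cytometry from lysates, with compounds dosed in titration.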
NPSR antag: blocks cAMP signaling of the human neuropeptide S receptor; AID 1461; Potency, µM (doses to about 38.3 µM), without a hit: at the highest dose activity change, negative = inhibition, hits mostly inhibitors; 220,000 tested, 1% active; CHO-NPSR cells, cAMP TR-FRET, antagonist mode; Q6W5P4; further: potency means the concentration at half of the fitted maximal effect; on the % scale 0 is the no-effect control and ±100 the full control effect; nearly all actives have a fitted effect of over 50% in size; many of its hits are not listed in these tables
Target sequence (Q6W5P4 whole entry, looked up): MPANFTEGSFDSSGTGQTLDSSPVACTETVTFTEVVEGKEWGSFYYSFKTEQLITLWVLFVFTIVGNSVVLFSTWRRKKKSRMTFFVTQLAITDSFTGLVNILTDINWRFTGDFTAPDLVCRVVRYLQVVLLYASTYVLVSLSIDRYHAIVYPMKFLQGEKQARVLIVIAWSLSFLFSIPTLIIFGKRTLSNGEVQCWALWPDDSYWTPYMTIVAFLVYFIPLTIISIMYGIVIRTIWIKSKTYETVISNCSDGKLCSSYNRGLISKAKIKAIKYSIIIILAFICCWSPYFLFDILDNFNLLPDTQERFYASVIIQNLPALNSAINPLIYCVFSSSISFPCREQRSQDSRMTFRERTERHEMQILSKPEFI
LMNA splice mod: changes lamin A minigene splicing in HeLa cells; Potency, µM (top dose mostly 46.1 µM), without a hit: at the highest dose ratio change, negative = inhibition, usual class: inhibitors; 200,000 tested, 0.01% active; HeLa LMNA splicing GFP/RFP minigene ratio, 48 h; AID 1487; active means well fitted inhibition curve with a large enough effect in the signal ratio, with a control signal flat, not every such curve was filed as active; inconclusive means small, poorly fitted or top-dose-only effect, or effect the other way, or a change in a side signal; the % refers to the signal ratio; further: potency means the concentration at half of the fitted maximal effect; on the % scale 0 is the no-effect control and ±100 the full control effect
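S3 HeLa cells stably expressing lamin A-EGFP splicing minigene plus DsRed2, 600 cells/well, 48 h compound exposure at 37C. Laser-scanning cytometry; analysed as GFP (500-530 nm)/RFP (575-640 nm) total intensity ratio; 0.5% DMSO vehicle.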
CBFb RUNX1 block: blocks binding between human CBF-beta and RUNX1 | Q01196+Q13951 | 230,000 tested, under 10 active | AlphaScreen CBFb-His/RUNX1-biotin binding, biochemical | Potency, µM (series often up to 59.8 µM), for inactives: top-dose activity, negative = inhibition, hits mostly inhibitors; further: % of control where 0% means no effect
Target sequence (Q01196 whole entry, looked up): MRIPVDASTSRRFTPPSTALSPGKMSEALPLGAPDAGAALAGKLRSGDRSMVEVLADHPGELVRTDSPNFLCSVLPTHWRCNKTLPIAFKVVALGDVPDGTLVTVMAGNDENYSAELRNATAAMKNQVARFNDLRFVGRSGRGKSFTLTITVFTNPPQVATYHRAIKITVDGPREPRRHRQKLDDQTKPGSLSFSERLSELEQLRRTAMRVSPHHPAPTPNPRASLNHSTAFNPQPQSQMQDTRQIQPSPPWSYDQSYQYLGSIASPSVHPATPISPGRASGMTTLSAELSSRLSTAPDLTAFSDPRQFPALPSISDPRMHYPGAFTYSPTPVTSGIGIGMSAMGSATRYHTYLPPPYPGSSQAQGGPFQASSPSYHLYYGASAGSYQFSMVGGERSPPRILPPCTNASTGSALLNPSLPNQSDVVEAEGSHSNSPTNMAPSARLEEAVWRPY
Target sequence (Q13951 whole entry, looked up): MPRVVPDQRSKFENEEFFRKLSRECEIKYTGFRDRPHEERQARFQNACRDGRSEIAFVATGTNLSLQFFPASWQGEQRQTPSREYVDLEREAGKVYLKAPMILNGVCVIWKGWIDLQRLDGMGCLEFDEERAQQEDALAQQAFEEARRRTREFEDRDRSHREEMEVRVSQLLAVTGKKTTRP
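AlphaScreen proximity signal reports loss of binding between His-tagged CBF-beta and biotin-labelled RUNX1, each at 30 nM. Proteins are pre-associated for 20 minutes, compounds added for 15 minutes, then beads for 90 minutes, all at ambient temperature.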
Numbers without * were called inactive; u = inconclusive; x = not tested or not shown; & = joins results of further samples; [ ] = dose if it differs, or a comment. Unless noted, the call rests on the fitted dose curve; in most records, active means well fitted curve in the direction sought with a large enough effect; inconclusive means small, poorly fitted or top-dose-only effect, or another doubt; inactive means no such curve, though single readings can be large; an effect the other way counts as inactive or inconclusive. An excerpt; rates above refer to the full screens.

SMILES	Luc counter	Epigenetic derep	IMPase Li inh	HTT aggregate	NPSR antag	LMNA splice mod	CBFb RUNX1 block
CC(C)c1nc(CN(C)C(=O)N[C@H](C(=O)N[C@@H](Cc2ccccc2)C[C@H](O)[C@H](Cc2ccccc2)NC(=O)OCc2cncs2)C(C)C)cs1	1.6%[39.9 µM]	1.9%&-0.1%	9.6%	x	12.6µM*	x	-1.0%&14.3%
C#CCOCCOCCOCCNc1nc(N2CCOCC2)nc(N2CCN(C(=O)Cn3cc(CCCN=C(N)N)nn3)CC2)n1	-1.9%	-2.9%	-5.5%	7.4%	15.4%	u	-3.1%[2.36 µM]
COc1cc2c(cc1OC)CN(C(=O)Cc1ccc(OC)c(S(=O)(=O)N3CCOCC3)c1)CC2	13.8%	0.0%	-1.3%[38.3 µM]	-1.3%	-9.7%[46.1 µM]	-2.5%	-3.2%
CCC(O)(CC)C(=O)NN(C(=O)CCl)c1ccccc1	-0.1%	0.0%	-1.8%	u	7.1%	u	9.0%
COc1ccc(OC2C(=O)N(c3ccc(F)cc3)C2c2ccc(OC)c(OC)c2)cc1 (configuration not stated)	2.7%	3.1%	3.1%[38.3 µM]	-8.4%	u	-6.7%	-7.2%
Cc1ccc(C)c(OCCOCCN2CC(C)OC(C)C2)c1C (configuration not stated)	-4.6%	-0.7%	30.8%[38.3 µM]	-4.5%	3.7%[46.1 µM]	8.6%	-3.5%
COc1ccccc1NC(=O)c1ccc(NC(=O)CSc2ncn[nH]2)cc1	6.7%	0.0%	-7.8%	6.8%	6.0%	-6.1%	-3.1%
Cc1[nH]c(=O)[nH]c(=O)c1/C=N/NC(=O)[C@@H](N)CC(C)C	x	-1.1%	x	21.8%[9.22 µM]	10.1%	x	-8.9%
CCN(CC)CCCNC(=O)C(C)Sc1nc(-c2ccccc2)cc(C(F)(F)F)n1 (configuration not stated)	x	-1.6%	x	-8.4%[9.22 µM]	9.9%	x	21.9%
O=C(COC(=O)c1ccc[nH]c1=O)c1ccc(Cl)s1	-3.1%	3.2%	-5.4%[38.3 µM]	-1.2%[9.22 µM]	-10.0%[46.1 µM]	4.4%	1.6%
CC(=O)/C(=N\Nc1ccccc1)Sc1nncn1C	2.3%	-1.9%	1.0%	5.3%	20.7%	u	2.7%
CCN(CC)CC(=O)N1c2ccccc2CCc2ccc(NC(=O)c3cc(OC)c(OC)c(OC)c3)cc21	x	1.0%	x	-5.0%[9.22 µM]	-28.9%	x	-8.1%
CCOC(=O)c1c(OCC)[nH]c2ccc(O)cc12	-2.4%	1.9%	16.9%[38.3 µM]	11.1%	-8.4%[46.1 µM]	-14.7%	4.3%
COc1ccc(Oc2ccc(/C=C/C(=O)c3cccc(OC)c3)cc2[N+](=O)[O-])cc1	2.5%	0.9%	10.8%	-13.9%	-52.2%	4.0%	1.7%
COc1ccc(C(=O)NC(=S)N(CCC(C)C)c2c(N)n(Cc3ccccc3)c(=O)[nH]c2=O)cc1	x	-0.9%	x	u	-4.0%[46.1 µM]	u	-2.7%
O=C(COc1ccc(Cl)cc1Cl)N/N=C/CCc1ccccc1	-0.1%	-4.1%	-3.7%[38.3 µM]	-7.2%	-8.8%[46.1 µM]	-1.8%	0.9%
Cc1ccccc1-n1c(=O)cc(NCc2ccc3c(c2)OCO3)[nH]c1=O	0.0%	-7.9%	20.3%[38.3 µM]	-2.4%	-13.3%[46.1 µM]	u	6.4%
Cc1cc(C)n(Cc2cnc(N3CCOCC3)s2)n1	-1.0%	4.3%	-1.6%	-1.1%	17.5%	-2.4%[9.22 µM]	-0.2%
O=C(NCc1ccccc1Cl)C1CCN(S(=O)(=O)N2CCC3(CC2)OCCO3)CC1	-4.3%	0.0%	2.4%[38.3 µM]	-3.0%	-10.4%[46.1 µM]	-3.9%	-1.2%
CCCNC(=O)[C@H](C)NC(=O)c1ccc(Br)cc1	2.5%	-2.6%	-2.2%	1.3%	5.6%	5.7%[46 µM]	9.2%
O=C(NC(=S)NCCO)c1sc2ccccc2c1Cl	-2.0%	1.1%	-6.4%	21.2%	-2.9%	x	-1.8%
CCN(CC)S(=O)(=O)c1ccc(C(=O)NCC(c2ccc(OC)cc2)N2CCOCC2)cc1 (configuration not stated)	2.3%	6.4%	3.4%	-21.1%	-7.0%	-18.9%[46 µM]	8.9%
COc1ccc(C(CCNCc2ccc(N(C)C)cc2)C(C)C)cc1 (configuration not stated)	x	1.1%	x	-6.9%[9.22 µM]	58.4%	u	-15.6%
O=C(CN1CCN(Cc2ccccc2Cl)CC1)N/N=C/C=C/c1ccccc1[N+](=O)[O-]	-0.9%	1.0%	-3.6%	21.0%	0.0%	-10.7%	-12.8%
Nc1ncnc(Nc2ccccc2Cl)n1	x	4.8%	x	-10.4%[9.22 µM]	-7.0%	x	14.6%
COc1ccc(NC(=S)N(Cc2ccc(C)cc2)Cc2ccccn2)cc1	-1.6%	0.0%	-5.1%	-5.2%	-17.9%	x	-3.8%
C=CCN1C2=NCCCN2c2ccccc21	x	0.2%	x	17.4%[9.22 µM]	-9.5%	x	-2.1%
CCSc1nnc(NC(=O)C(NC(=O)c2ccc(Cl)cc2)C(C)C)s1 (configuration not stated)	1.1%	0.0%	-0.7%	31.6µM*	-19.9%	u	-5.6%
CC(=O)c1ccc(NC2OC(CO)C(O)C(O)C2O)cc1 (configuration not stated)	-0.6%	-2.2%	-23.8%[38.3 µM]	-5.6%	2.8%[46.1 µM]	1.5%	-2.6%
CC(C)C[C@H](NC(=O)N1CCN(c2ccccc2)CC1)C(=O)O	x	-1.0%	x	9.5%	-7.6%[46.1 µM]	7.3%	4.4%
Cc1ccc(-n2cc(CN(C)Cc3nccn3C)c(-c3cccc(C)c3)n2)cc1	-9.9%	0.0%	18.0%	3.0%[9.22 µM]	32.9%	x	-15.4%
CC(NC(=O)c1ccc(N(C)C)cc1)C1CC2CCC1C2 (configuration not stated)	-2.5%	-1.5%	-95.9%[38.3 µM]	25.7%	-11.5%[46.1 µM]	1.5%	-0.6%
CC(C)CC(=O)Nc1nnc(SCC(=O)NCc2ccco2)s1	2.2%	1.0%	-7.1%	1.1%	19.4%	6.3%	-1.1%
O=C(c1ccco1)N1CCN(S(=O)(=O)/C=C/c2ccccc2)CC1	5.1%	-1.4%	-0.4%	-6.5%	0.8%	u	-2.5%
COc1ccc(OC)c(C(c2nnnn2CC2CCCO2)N2CCN(C3CCCC3)CC2)c1 (configuration not stated)	4.2%	-3.3%	-9.4%[38.3 µM]	6.9%	u	-5.0%	4.1%
O=C(CNC(=O)c1ccccc1)OCc1cccc(Br)c1	1.9%	-1.2%	-5.3%	-0.1%	5.6%	x	6.8%
Cc1cccc(N2C(=O)CC(N3CCN(Cc4ccc5c(c4)OCO5)CC3)C2=O)c1 (configuration not stated)	-0.3%	0.0%	5.4%[38.3 µM]	1.5%	3.0%[7.67 µM]	0.1%	1.1%
COc1ccccc1-[n+]1c(C)cc(/C=C2\Sc3ccccc3N2C)cc1C	x	7.94µM*	x	0.891µM*	6.31µM*	x	16.3%
N#Cc1nc(-c2cccc3ccccc23)oc1NCCN1CCOCC1	-3.3%	-0.4%	u	-18.4%[9.22 µM]	29.0%[46.1 µM]	3.4%	15.7%
Cc1c(NC(=S)NCc2ccc(F)cc2)cccc1[N+](=O)[O-]	x	-0.9%	x	26.8%	-5.1%[46.1 µM]	-10.8%	-10.8%

Compound profiles, as listed above:
Profile of COc1ccc(OC)c(C(c2nnnn2CC2CCCO2)N2CCN(C3CCCC3)CC2)c1 (configuration not stated) → Luc counter: 4.2%; Epigenetic derep: -3.3%; IMPase Li inh: -9.4%[38.3 µM]; HTT aggregate: 6.9%; NPSR antag: u; LMNA splice mod: -5.0%; CBFb RUNX1 block: 4.1%
Profile of CC(NC(=O)c1ccc(N(C)C)cc1)C1CC2CCC1C2 (configuration not stated) → Luc counter: -2.5%; Epigenetic derep: -1.5%; IMPase Li inh: -95.9%[38.3 µM]; HTT aggregate: 25.7%; NPSR antag: -11.5%[46.1 µM]; LMNA splice mod: 1.5%; CBFb RUNX1 block: -0.6%

New compounds follow:
SMILES	Luc counter	Epigenetic derep	IMPase Li inh	HTT aggregate	NPSR antag	LMNA splice mod	CBFb RUNX1 block
CC(C)CCNC(=O)c1ccc2c(c1)ncn2C1CCCC1	8.4%	-3.3%	-4.0%	-11.3%	6.3%	8.8%[46 µM]	6.7%
CCOC(=O)CN1NC2(CCC(C(C)(C)C)CC2)NC1=S (configuration not stated)	-2.3%	-2.8%	-5.8%[38.3 µM]	-4.0%	-12.1%[46.1 µM]	u	0.4%
CCCCN(C(=O)c1cc(OC)c(OC)c(OC)c1)C1=CC2CCC(C1)N2C (configuration not stated)	-2.3%	0.7%	2.1%[38.3 µM]	16.4%	-2.5%[46.1 µM]	6.8%	4.4%
O=[N+]([O-])c1cc(/C=N/n2c(-c3cccnc3)n[nH]c2=S)ccc1Cl	2.9%	1.1%	3.4%	-3.1%	-18.3%	-12.1%	-8.5%
CCNc1nc(NCC)n2c(SC(C(=O)Nc3cc(C)ccc3OC)c3ccccc3)nnc2n1 (configuration not stated)	0.7%	-2.0%	-15.6%	17.2%	-8.0%	-7.8%	-8.0%
O=C(Nc1cccc(C(F)(F)F)c1)c1ccc2nc(N3C(=O)CCC3=O)sc2c1	-3.7%	-2.6%	22.6%[38.3 µM]	7.7%	-10.4%[46.1 µM]	-4.9%	-8.6%
COc1ccccc1-n1c(SCC(=O)Nc2cccc(S(N)(=O)=O)c2)nc2ccccc2c1=O	-0.3%	-0.5%	-0.7%	21.4%	-29.3%	-10.2%[46 µM]	15.4%
O=S(=O)(NCc1cn2ccsc2n1)c1ccc2c(c1)OCCO2	-5.9%	0.0%	0.0%	9.3%	-2.3%[46.1 µM]	u	4.8%
NC(N)=N/N=C\c1c(Cl)cccc1Cl	-4.7%	-1.3%	0.4%	x	x	x	7.1%
CCN(CC)S(=O)(=O)c1cccc(-c2nnc(SCC(=O)c3ccc(Cl)s3)n2C)c1	-4.9%	9.4%	-0.5%[38.3 µM]	-4.6%	-25.6%[46.1 µM]	u	0.4%
COc1ccc(-c2csc(NC(=O)c3cc(=O)c4ccccc4o3)n2)cc1OC	-1.2%	1.1%	4.3%	2.6%	-1.4%	2.0%[46 µM]	-7.3%
Cc1cc(=O)oc2c(CN(CC(C)C)CC(C)C)c(O)ccc12	-3.4%	-1.0%	-11.1%[38.3 µM]	5.7%	7.0%[46.1 µM]	4.5%	1.0%
